# RXFP1 agonist: activates the human relaxin receptor RXFP1; AID 2676; Potency, µM (highest dose often 57.5 µM), inactives show at the highest dose activation, actives largely listed as activators; HEK293T-RXFP1 cAMP TR-FRET, 30 min; response scale: percent of porcine relaxin response, buffer zero; hit rate 0.3% among 370,000; Q9HBX9; active = well fitted activation curve with a large enough effect; inconclusive = small, poorly fitted or top-dose-only effect; note: potency is the fitted concentration of half-maximal effect; % is set by controls: 0 for no effect and ±100 for the full control effect; nearly all actives have a fitted effect of over 60% in size; many of its hits are not listed in these tables
#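 HEK293 cells stably expressing RXFP1, treated 30 min at 37C with compounds plus PDE4 inhibitor Ro 20174; cAMP measured by HTRF TR-FRET. Normalized to buffer and 29 nM porcine relaxin; EC50 by Hill fit.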
# D1 PAM: potentiators of human D1 dopamine receptor; HEK293 TREx D1 cells, calcium flux, dopamine EC20 potentiation; potentiation, % at 10 µM; hit rate 0.036% among 360,000; in the data active = potentiation above about 30%; note: 0% is about no effect
# Target sequence (P21728 whole entry, looked up): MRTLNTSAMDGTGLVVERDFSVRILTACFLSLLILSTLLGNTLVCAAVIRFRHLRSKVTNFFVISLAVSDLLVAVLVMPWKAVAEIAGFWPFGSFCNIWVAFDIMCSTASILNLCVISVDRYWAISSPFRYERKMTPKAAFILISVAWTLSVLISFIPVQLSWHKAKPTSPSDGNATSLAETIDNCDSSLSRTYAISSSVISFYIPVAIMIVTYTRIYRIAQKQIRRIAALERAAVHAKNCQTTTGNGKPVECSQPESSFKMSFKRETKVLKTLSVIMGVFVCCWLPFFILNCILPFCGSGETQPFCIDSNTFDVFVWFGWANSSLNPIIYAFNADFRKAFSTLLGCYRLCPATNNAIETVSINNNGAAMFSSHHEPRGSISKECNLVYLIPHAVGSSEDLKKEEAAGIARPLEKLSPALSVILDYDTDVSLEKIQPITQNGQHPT
# D1 ag: agonists of human D1 dopamine receptor; HEK293 T-REx D1 cells, calcium flux, agonist mode; AID 504660; activation, % at 2 µM; hit rate 1% among 360,000; P21728; in the data active = activation above about 30%; note: 0% is about no effect
#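 Agonism was scored from calcium flux recorded over 180 s (1 read/s) after pintool compound addition, following a 10-cycle baseline. Cells were inducible force-coupled HEK293 TREx D1, plated overnight at 30 C and loaded with no-wash calcium dye.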
# D1 antagonist: blocks dopamine activation of the human D1 receptor; P21728; hit rate 3.2% among 360,000; activity change, negative = inhibition, % at 10 µM; AID 504652; HEK293 TREx D1 cells, calcium flux, dopamine EC80; active compounds read low; in the data active = activity change below about -30%; note: % is set by controls: 0 for no effect and ±100 for the full control effect
#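 Using tetracycline-induced force-coupled D1 Hek293 cells and a calcium dye, signals were followed for 180 s after compound, then for 180 s after EC80 dopamine, to detect inhibitors.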
# D2 potentiator: positively modulates the human D2 dopamine receptor allosterically | HEK293 T-REx D2, calcium flux, EC20 dopamine potentiation | potentiation, % at 10 µM | AID 485347 | hit rate 0.34% among 340,000;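 active = potentiation over 3 SD above the plate norm, cut at about 30% in these data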; note: 0% is about no effect
#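 Calcium flux readout, no-wash dye, 1 read/s. Inducible HEK293 Trex D2 line, overnight 30 C. Compound alone 180 s (agonist flags), then EC20 dopamine, another 180 s to score potentiation.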
# TRHR enhancer: allosterically enhances the human TRH receptor; P34981; TRHR cells, fluo-8 calcium fluorescence, EC20 TRH enhancement; enhancement, % at 2 µM; hit rate 0.66% among 360,000; AID 493056; in the data active = enhancement above about 30%; note: 0% is about no effect
# Target sequence (P34981 whole entry, looked up): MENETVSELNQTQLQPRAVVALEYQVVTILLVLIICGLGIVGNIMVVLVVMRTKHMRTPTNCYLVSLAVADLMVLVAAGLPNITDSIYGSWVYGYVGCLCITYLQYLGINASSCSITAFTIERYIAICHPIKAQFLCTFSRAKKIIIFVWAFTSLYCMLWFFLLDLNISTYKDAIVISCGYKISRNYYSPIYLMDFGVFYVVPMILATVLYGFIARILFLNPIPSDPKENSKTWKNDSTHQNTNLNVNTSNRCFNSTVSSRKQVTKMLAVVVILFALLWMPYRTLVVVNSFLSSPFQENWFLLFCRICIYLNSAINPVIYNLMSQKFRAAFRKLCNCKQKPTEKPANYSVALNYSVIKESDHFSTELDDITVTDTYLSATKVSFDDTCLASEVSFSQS
#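 TRHR-expressing cells loaded with fluo-8 calcium dye were read kinetically (ex 480/em 530) during compound addition, then stimulated with an EC20 of TRH (10 nM final). Enhancement of the Gq-mediated intracellular calcium response was scored.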
# RXFP1 antag: antagonists of human relaxin receptor RXFP1; activity change, negative = inhibition, % at 57.5 µM; HEK293-RXFP1, relaxin-stimulated cAMP HTRF, 30 min; active compounds read low; hit rate 0.59% among 350,000;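 active = activity change of -60% or lower, but not beyond a set lower limit; inconclusive = change between -60% and -40%, or beyond the set limit; inactive = change above -40%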; note: % is set by controls: 0 for no effect and ±100 for the full control effect
# D2 ag: D2 dopamine receptor (human) agonism; hit rate 0.53% among 340,000; HEK293 T-REx D2 cells, calcium flux agonist mode; AID 485358; activation, % at 2 µM; P14416;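 active = activation over 3 SD above normal in the single-dose calcium agonist read, cut at about 30% in these data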; note: 0% is about no effect
#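 Agonism scored from kinetic calcium signal (1 read/sec, 180 s) following compound pin transfer, after a 10 s baseline. Cells: HEK293 Trex line expressing inducible D2 receptor coupled to calcium, dye-loaded after overnight culture at 30 C.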
# D2 antag: antagonizes the human D2 dopamine receptor; inhibition, % at 10 µM; HEK293 TREx D2 cells, calcium flux, dopamine EC80; P14416; AID 485344; hit rate 2% among 340,000; in the data active = inhibition above about 30%; note: 0% is about no effect
#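 In this primary screen, negative modulation is detected by tracking calcium flux after an EC80 dopamine challenge in inducible HEK293 T-REx D2 cells preexposed to test compound for 180 s.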
# Starred values were filed as active, the others as inactive; ? = inconclusive; · = no result given.
SMILES,RXFP1 agonist,D1 PAM,D1 ag,D1 antagonist,D2 potentiator,TRHR enhancer,RXFP1 antag,D2 ag,D2 antag
CCOc1ccc(-n2ccc(=O)c(C(=O)O)n2)cc1,-0.3%,-1,4,1,-7,-6,-9,-2.5,-2
CC[n+]1c(C)cc(C)n1-c1ccccc1,1.9%,-2,8,-6,-3,-8,-1,0.8,2
CC(C)(CCO)NC(=S)NC1CC2C=CC1C2 (configuration not stated),1.7%,3,4,11,1,-5,8,-1.1,16
O=C(CSc1ncc(S(=O)(=O)c2ccc(Br)cc2)c(=O)[nH]1)NCc1ccc(Cl)cc1,0.4%,0,4,7,-6,6,·,-0.7,·
OC(CN1CCN(c2ccccn2)CC1)Cn1c2ccc(Cl)cc2c2cc(Cl)ccc21 (configuration not stated),-0.9%,-1,0,3,3,2,5,9.3,-3
Cc1c(N2C(=O)CSC23C(=O)Nc2ccccc23)c(=O)n(-c2ccccc2)n1C (configuration not stated),0.6%,-1,2,1,11,8,11,0.6,9
COc1ccc(NC(=O)c2noc3c2CCCC3)cc1Cl,-3.1%,-2,3,-7,6,-4,-13,0.6,·
CC(=O)Nc1cc(Cl)ccc1OS(=O)(=O)c1ccc(C)cc1,1.6%,-8,-2,9,-2,6,1,-1.3,-5
Cc1ccc(N2C(=O)C(CC(=O)Nc3ccccc3)N(CCC3=CCCCC3)C2=O)cc1 (configuration not stated),1.1%,-3,12,8,5,-1,·,-1.1,·
Cc1c(C(=O)OCCOC(C)C)[nH]c2c1C(=O)CC(C)(C)C2,0.3%,-1,1,-5,3,5,-21,0.2,-17
C[C@@H]1CN=C2N(CCNC(=O)CCC3CCCCC3)[C@H](Cc3ccc(O)cc3)CN21,1.7%,0,0,15,-15,19,·,-0.2,-1
CC(C)c1ccc(N(CC(=O)O)S(=O)(=O)c2cccnc2)cc1,-1.2%,·,4,-27,·,-4,5,·,·
O=C(NC1CCN(Cc2ccccc2)CC1)c1cncc(Br)c1,-0.4%,-3,10,-14,-37,3,-15,-0.3,85*
CCNc1ccc(C(=O)OC(C(=O)NC(N)=O)C(C)C)cc1[N+](=O)[O-] (configuration not stated),2.4%,1,2,9,0,0,-6,0.0,8
COc1ccccc1CCc1nnc(CCC(=O)NCC2CCCO2)o1 (configuration not stated),-0.9%,6,1,15,10,10,1,0.3,-6
Cc1ccc(S(=O)(=O)N2CCC(c3nnc(SCCN4CCCC4)n3C)CC2)cc1,-0.4%,1,0,3,-2,7,0,-0.4,10
Cc1ccc(NS(=O)(=O)c2ccc3c(c2)NC(=O)CCS3)c(C)c1,2.3%,-5,10,-29,8,-4,13,1.8,-11
CC1(C)C(=O)Nc2ccccc2N1C(=O)CSc1nnc2ccccn12,-0.1%,-3,1,2,-1,-5,0,-0.1,-3
COc1ccccc1N1CCN(C(=O)c2cn(C)c3ccc(S(=O)(=O)N(C)C4CCCCC4)cc3c2=O)CC1,0.1%,-1,2,2,-5,3,-6,0.6,·
COc1cc(NC(=S)N2CCCC(CO)C2)cc(OC)c1 (configuration not stated),-0.6%,-6,0,·,·,-1,-10,·,·
CC(=O)c1ccc(OCC(O)CN2CCN(S(=O)(=O)c3c(C)cc(C)cc3C)CC2)cc1 (configuration not stated),-2.0%,9,14,-26,2,-5,-23,0.7,0
O=C(N/N=C\c1ccccc1)c1sccc1-n1cccc1,-2.5%,-2,1,-14,-5,-5,-1,0.1,12
COc1ccccc1CNC(=O)CCCn1c(=O)c2ccccc2n(CC(=O)Nc2c(C)cc(C)cc2C)c1=O,?,-2,1,-2,-4,12,·,-0.6,·
COCCSc1nnc(NC(=O)c2cc(OC)c(OC)cc2[N+](=O)[O-])s1,2.1%,-4,3,22,-3,-5,9,-1.9,15
CCS(=O)(=O)Nc1cccc(C2=NN(S(=O)(=O)CC)C(c3ccccc3)C2)c1 (configuration not stated),0.4%,-5,-1,-1,5,1,0,0.2,5
O=S(=O)(NCC1CCCO1)c1ccc(-c2ccc(S(=O)(=O)NCC3CCCO3)cc2)cc1 (configuration not stated),0.8%,-4,6,-20,5,8,-6,0.7,9
COC(=O)c1cc(O)cc(OC)c1C(=O)c1c(O)cc(C)cc1O,0.0%,-7,3,4,·,-2,·,·,·
Cc1ccc(S(=O)(=O)N2CCCN(C(=O)CNC(=O)c3cccc(C)c3)CC2)cc1,0.3%,1,1,8,2,11,3,0.0,-12
C=CCc1cccc(/C=N/NC(=O)CCC(=O)Nc2ccc(F)cc2)c1O,-2.2%,-4,3,-4,-22,-1,-12,0.3,28
COc1cc(OC)cc(C(=O)N2CCC(C(=O)Nc3ccc4c(c3)OCCO4)CC2)c1,1.0%,-4,0,-1,3,12,-1,-0.7,9

# An excerpt from the list above, as a working copy:
SMILES,RXFP1 agonist,D1 PAM,D1 ag,D1 antagonist,D2 potentiator,TRHR enhancer,RXFP1 antag,D2 ag,D2 antag
COc1cc(NC(=S)N2CCCC(CO)C2)cc(OC)c1 (configuration not stated),-0.6%,-6,0,·,·,-1,-10,·,·
CC(=O)c1ccc(OCC(O)CN2CCN(S(=O)(=O)c3c(C)cc(C)cc3C)CC2)cc1 (configuration not stated),-2.0%,9,14,-26,2,-5,-23,0.7,0
O=C(N/N=C\c1ccccc1)c1sccc1-n1cccc1,-2.5%,-2,1,-14,-5,-5,-1,0.1,12
COc1ccccc1CNC(=O)CCCn1c(=O)c2ccccc2n(CC(=O)Nc2c(C)cc(C)cc2C)c1=O,?,-2,1,-2,-4,12,·,-0.6,·
COCCSc1nnc(NC(=O)c2cc(OC)c(OC)cc2[N+](=O)[O-])s1,2.1%,-4,3,22,-3,-5,9,-1.9,15
CCS(=O)(=O)Nc1cccc(C2=NN(S(=O)(=O)CC)C(c3ccccc3)C2)c1 (configuration not stated),0.4%,-5,-1,-1,5,1,0,0.2,5
O=S(=O)(NCC1CCCO1)c1ccc(-c2ccc(S(=O)(=O)NCC3CCCO3)cc2)cc1 (configuration not stated),0.8%,-4,6,-20,5,8,-6,0.7,9
COC(=O)c1cc(O)cc(OC)c1C(=O)c1c(O)cc(C)cc1O,0.0%,-7,3,4,·,-2,·,·,·
Cc1ccc(S(=O)(=O)N2CCCN(C(=O)CNC(=O)c3cccc(C)c3)CC2)cc1,0.3%,1,1,8,2,11,3,0.0,-12
C=CCc1cccc(/C=N/NC(=O)CCC(=O)Nc2ccc(F)cc2)c1O,-2.2%,-4,3,-4,-22,-1,-12,0.3,28
COc1cc(OC)cc(C(=O)N2CCC(C(=O)Nc3ccc4c(c3)OCCO4)CC2)c1,1.0%,-4,0,-1,3,12,-1,-0.7,9

# Next section
SMILES,RXFP1 agonist,D1 PAM,D1 ag,D1 antagonist,D2 potentiator,TRHR enhancer,RXFP1 antag,D2 ag,D2 antag
CC(C)Cc1nnc(NC(=O)CCC(=O)N2CCN(C3CCCC3)CC2)s1,3.5%,1,4,-8,-4,-2,19,0.3,-17
C/C=C(/C)C(=O)Nc1cccc(C2=NOC3(C2)C[C@@H](C(N)=O)N(C(=O)C2(C)CC2)C3)c1 (some centres not stated),0.0%,-2,6,10,·,2,·,·,·
COc1ccccc1C(=O)Nc1ccc(S(=O)(=O)N2CCCC2)cc1,2.7%,-4,5,-24,-2,-12,-23,-0.2,-13
O=C(NNC(=O)c1cccc([N+](=O)[O-])c1)c1ccncc1,0.1%,-2,5,3,-4,-3,-4,-0.3,6
COc1cc(S(=O)(=O)N2CCOCC2)ccc1F,0.9%,-5,1,0,-2,4,0,0.2,3
O=C(c1cc2ccccc2oc1=O)N(Cc1ccccc1)CC1CCCO1 (configuration not stated),0.4%,-7,6,5,5,3,3,-0.8,9
Cc1ccc(-n2nnnc2SCC(=O)N2CCN(C(=O)c3ccco3)CC2)c(C)c1,0.4%,1,-4,-7,11,4,-6,-0.3,-9
COC(=O)c1cc(S(=O)(=O)N2CCN(c3ccc([N+](=O)[O-])cc3)CC2)c[nH]1,-1.4%,0,12,-18,5,7,9,-1.1,5
CC1=C(C(N)=O)C(c2ccc(F)cc2)n2nc(-c3ccccc3Cl)nc2N1 (configuration not stated),-0.6%,-4,-1,-2,-13,3,1,-0.5,·
O=C(NCc1ccc(F)cc1)C1CCC(=O)N1C1CCCCC1 (configuration not stated),1.7%,2,-2,-2,7,-6,34,-0.7,5
COc1ccc(C(O)c2coc3ccc(O)c(CN(C)C)c23)cc1 (configuration not stated),0.1%,-2,2,-25,-6,-4,14,0.8,12
COc1ccccc1OCc1ccc(C(=O)NCC2CCCO2)cc1 (configuration not stated),-1.1%,·,3,-27,-3,-2,4,0.1,23
CCOC(=O)C(C)Sc1nnc2ccc3ccccc3n12 (configuration not stated),-7.9%,3,-1,-7,17,-4,-11,-0.9,·
Cc1cccc(C(=O)OCC(=O)N(C)c2ccccc2)c1C,3.3%,-1,1,4,-8,-3,1,0.5,-17
COCCn1c(SCc2ccc(C(=O)OC)o2)nnc1-c1c[nH]c2ccccc12,2.0%,-1,2,8,6,-7,6,0.3,-1
O=S(=O)(c1cccs1)N1CN(Cc2ccccc2)c2nc3ccccc3nc21,2.8%,-1,2,0,1,56*,5,-0.7,3
COc1ccc(C(=O)N2CCCC2)cc1S(=O)(=O)N1CCC(C)CC1,3.6%,-9,1,5,-19,2,0,-0.2,21
Clc1ccccc1OCCCCN1CCCCC1,-0.5%,-6,3,-19,-28,7,4,1.2,77*
COc1ccc(CNCC2COc3ccccc3O2)cc1 (configuration not stated),1.7%,2,5,9,-34,-5,0,63*,140*
C=CCn1c(C)cc(C(=O)CN2NS(=O)(=O)c3ccccc3C2=O)c1C,1.3%,-5,5,-6,-8,-1,-2,-3.5,-4
Cc1cccc(N=C2NC(=O)/C(=C/c3cccnc3)S2)c1C,-0.4%,-4,1,-5,-1,3,-3,-1.7,2
O=C(c1cc2nc(-c3ccco3)cc(C(F)(F)F)n2n1)N1CCCc2ccccc21,0.3%,-6,3,5,2,-1,-4,0.7,-4
CCCn1c(C)cc(C(=O)CSc2nc3nc(C)cc(C)n3n2)c1C,0.0%,-6,2,-49*,-1,4,·,0.2,-6
COc1ccc(OC)c(NC(=O)CSc2nnc3ccc(-c4ccccn4)nn23)c1,-2.5%,4,2,-8,1,4,-8,-0.3,17

# Screening data deposited in PubChem BioAssay by National Center for Advancing Translational Sciences (NCATS).

# Some of the compounds tested; count on the stated rates, not on these rows.
